# PMI act = phosphomannose isomerase (human) activation. P34949. purified human PMI, coupled resazurin fluorescence, 20 min; hits give high values; 1 = vehicle control, 0 substrate-free wells. activation factor at 20 µM. hit rate 0.005% among 190,000. AID 1214;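 active = activation factor of 2 or more at 20 µM, relative to plate controls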
# Efa HMGR inh = inhibitors of class II HMG-CoA reductase from Enterococcus faecalis | purified E. faecalis HMGR, NADPH absorbance 340 nm kinetic | inhibition, % at 10 µM | hit rate 0.41% among 190,000 | AID 1066;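 active = inhibition above a set limit, the median over all tested compounds plus 3 SD, cut at about 9.5% in these data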;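 also: enzyme runs in reverse so mevalonate oxidation gives rising NADPH absorbance; 0% = complete reaction with DMSO and 100% = background rate lacking mevalonate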
# Diaph inh CS = diaphorase inhibition or chemical oxidation counter-screen | diaphorase resazurin-to-resorufin fluorescence, NADH, 16 min; bacterial (C. kluyveri) enzyme, not human | inhibition, % at 20 µM | hit rate 0.69% among 190,000;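 active = primary screen inhibition at 20 µM above a set limit, cut at about 50% in these data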;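 also: plate controls were DMSO with full reaction for no effect and wells lacking NADH for full effect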
#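 System: Bacterial diaphorase enzyme (C. kluyveri) | Incubation: 16-min room-temperature incubation before reading | Benchmarks: No-NADH positive control and DMSO neutral control | Measured by: Resorufin fluorescence 544/590 nm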
# FLuc stim CS = affects firefly luciferase, flagging false hits in luciferase stimulation screens; ATPlite luciferase biochemical, luminescence, 10 min; 0 = ATP-free wells, 1 = DMSO control; activation factor at 10 µM; 200,000 tested, under 10 active;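 active = luciferase activation factor, scaled between plate controls, of at least 2 with compound at 10 µM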
#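 System: luciferase plus luciferin reagent, cell-free; medium: PBS as buffer for the ATP substrate; dosing: test compounds dosed from 2 mM stocks in 100% DMSO; timing: 10 min post-reagent at room temperature; measured by: luminescence measurement of luciferase light output; evaluation: luciferase activation, seen as luminescence increase over controls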
# G6PDH CS = inhibits Leuconostoc G6PDH, flagging false hits in G6PDH-based assays; Purified L. mesenteroides G6PDH, diaphorase/resazurin coupled fluorescence, 45 min; inhibition, % at 5 µM; hit rate 0.12% among 200,000; AID 1020; in the data active = inhibition above about 50%
# TNAP act hiacc = increases human TNAP activity under high phosphate acceptor concentration | P05186 | purified TNAP, CDP-star luminescence, 1 M DEA, 30 min; hits give high values; 0 = EDTA background, 1 = DMSO-only activity | activation factor at 20 µM | 200,000 tested, under 10 active | AID 1136;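 active = activation factor at least 2 at 20 µM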
# Target sequence (P05186 whole entry, looked up): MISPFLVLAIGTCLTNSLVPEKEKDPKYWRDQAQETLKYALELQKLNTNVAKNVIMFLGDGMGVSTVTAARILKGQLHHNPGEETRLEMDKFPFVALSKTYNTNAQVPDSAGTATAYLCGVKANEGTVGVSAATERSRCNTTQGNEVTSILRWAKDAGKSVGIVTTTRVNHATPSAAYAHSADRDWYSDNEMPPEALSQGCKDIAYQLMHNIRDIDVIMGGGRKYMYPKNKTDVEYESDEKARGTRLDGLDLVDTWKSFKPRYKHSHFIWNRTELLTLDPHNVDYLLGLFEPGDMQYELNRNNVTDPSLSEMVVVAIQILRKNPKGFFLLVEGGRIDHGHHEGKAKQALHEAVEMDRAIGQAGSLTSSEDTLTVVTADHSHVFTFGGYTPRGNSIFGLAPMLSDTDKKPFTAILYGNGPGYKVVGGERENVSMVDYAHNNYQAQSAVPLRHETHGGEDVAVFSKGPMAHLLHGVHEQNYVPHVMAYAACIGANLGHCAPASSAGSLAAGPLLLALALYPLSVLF
#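 Measured by: Luminescent substrate turnover signal | Test system: Human TNAP | Input: TNAP 1/800 final | Dosing: 20 µM single point | Schedule: 30 min, room temperature | Controls: EDTA wells as negative control, DMSO wells as positive control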
# TNAP inh hi DEA = inhibitors of human TNAP at high phosphate acceptor concentration. P05186. purified TNAP, CDP-star luminescence, 1 M DEA. inhibition, % at 20 µM. hit rate 0.03% among 200,000;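 active = over 50% inhibition of tissue-nonspecific alkaline phosphatase at 20 µM in the single-dose screen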;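 also: plate controls were DMSO wells for no effect and EDTA-quenched wells as full inhibition for full effect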
# PMI act satM6P = increases human PMI activity with near-saturating mannose 6-phosphate | P34949 | coupled PMI enzyme assay, resazurin fluorescence, 20 min; hits give high values; 1 = untreated enzyme, 0 = substrate-free blank | activation factor at 20 µM | hit rate 0.34% among 190,000 | AID 1216;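 active = activation factor of 2 or more at 20 µM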
#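 Test system – human PMI in coupled enzyme assay · Timing – 20 min incubation at room temperature · Detection – Diaphorase-driven resazurin-to-resorufin fluorescence, excitation 544, emission 590 nm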
# Diaphorase act = activates diaphorase or chemically reduces, flagging diaphorase assay artifacts; Diaphorase/resazurin coupled assay, resorufin fluorescence, 16 min; hits give high values; 1 = vehicle wells, 0 = NADH-free wells; activation factor at 20 µM; hit rate 0.005% among 190,000; AID 1229;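 active = diaphorase activity raised at least twofold by the compound at 20 µM; inactive = activation factor below 2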
#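 Material: Purified diaphorase enzyme from Clostridium kluyveri | Buffer or medium: 50 mM HEPES pH 7.4 with 4.542 mM MgCl2, 0.005% Tween 20 | Times: 16 min enzyme reaction, ambient temperature | Signal: Red resorufin fluorescence at 544/590 nm excitation/emission | Measure: Increased resorufin signal from activators or reducing compounds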
# TNAP inh no acc = TNAP (human) inhibition, acceptor-free conditions | AID 1012 | P05186 | inhibition, % at 20 µM | hit rate 0.26% among 200,000 | purified TNAP, CDP-star luminescence, 30 min;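 active = tissue-nonspecific alkaline phosphatase inhibition above about 50% at 20 µM in the single-dose screen, limit read from the data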;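 also: 0% = DMSO negative control and 100% = EDTA positive control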
# An asterisk follows results filed as active; · = no result given. Hits appear at their usual frequency, and some 1.7% of all compounds hit somewhere here.
SMILES,PMI act,Efa HMGR inh,Diaph inh CS,FLuc stim CS,G6PDH CS,TNAP act hiacc,TNAP inh hi DEA,PMI act satM6P,Diaphorase act,TNAP inh no acc
Cc1ccc(C)c(-n2cc(-c3ccc(Cl)cc3)nc2SCC(=O)NC2CCS(=O)(=O)C2)c1 (configuration not stated),0.8,-2,28,1.1,-10,1,-2,0.9,0.7,-4
COc1cc(C)nc(Oc2ccc(OCCOc3ccccc3)nn2)n1,·,19*,·,1,11,1,3,·,·,-1
Cc1onc(-c2ccccc2)c1C(=O)Nc1ccccc1C#N,1,3,12,1.1,3,1,-2,1,0.9,-9
Cc1cccc(-n2c(C)n[nH]c2=S)c1,1,-3,10,1.1,7,1,-2,1,0.9,0
Cc1c(N)c(C(C)(C)C)cc(C(C)(C)C)c1[N+](=O)[O-],0.9,-1,23,1.1,13,1,-5,1,0.8,-3
CC(C)Cn1c(-c2cccs2)nc2nc3ccccc3nc21,1,-6,9,1.1,-2,1,0,1,0.9,-3
COC(=O)N/N=C(\C)c1ccc(-n2ccnc2)cc1,1.1,-3,5,1,-20,1.1,-7,1,1,-2
O=C(O)CCN(Cc1ccccc1)S(=O)(=O)c1c(Cl)cccc1Cl,1.1,-5,-15,1,2,1,-4,1.1,1.1,-8
CC(C)CCNC(=O)c1cccc(C(=O)NCCC(C)C)c1,1,-3,6,1.1,2,1,-2,1,0.9,-7
Cc1ccc(CNC(=O)CN(C)S(=O)(=O)c2cccc3cccnc23)cc1,0.9,2,17,1,5,1,0,0.8,0.8,-7
COC(=O)C1=C(C)NC(=O)/C1=C\c1cc(C)n(-c2cccc(C)c2)c1C,1.4,-4,16,1,2,1,0,1.7,0.8,2
CCCCN1CC(O)=C(c2nc(-c3ccc(Cl)cc3)cs2)C1=N,1.1,2,1,1.1,3,1,-5,1,1,-8
C[C@@H](Nc1nc(-c2ccccc2)nc2c1oc1ccccc12)C(=O)O,0.9,-7,20,1,8,1.1,-6,0.9,0.8,-4
O=C(CSc1nc2ccccc2c(=O)n1-c1ccc(F)cc1)Nc1ccc2c(c1)CCC2,0.9,2,9,1.1,2,1,3,1,0.9,-23
CCOC(=O)c1cnc(=O)[nH]c1C,1.1,·,9,1.1,-1,1.1,-5,1,0.9,-17
COc1ccc(-c2cc3ncc(-c4ccccc4)c(N)n3n2)cc1,1,-7,-3,0.2,0,1,-4,1,1,-32
O=C/C(=C\Nc1ccccn1)c1nc2cc(Cl)ccc2o1,1.1,-2,7,1,9,1,-1,0.8,0.9,-15
O=C(CSc1ccccc1)NCCSCc1ccccc1,1,5,10,1,1,1,-4,1,0.9,-6
COC(=O)CNC(c1ccccc1)c1cc(Cl)ccc1NC(=O)c1cccc(Cl)c1 (configuration not stated),0.8,-2,23,1,2,1,-2,0.9,0.8,-4
CC(O)(C#CCN1CCCCCC1)c1ccccc1 (configuration not stated),0.9,-8,20,1.1,5,1.1,-6,0.9,0.8,-8

# Compound profiles, as listed above. Values in the order: PMI act	Efa HMGR inh	Diaph inh CS	FLuc stim CS	G6PDH CS	TNAP act hiacc	TNAP inh hi DEA	PMI act satM6P	Diaphorase act	TNAP inh no acc
# O=C(CSc1nc2ccccc2c(=O)n1-c1ccc(F)cc1)Nc1ccc2c(c1)CCC2 is entered as 0.9	2	9	1.1	2	1	3	1	0.9	-23
# COC(=O)C1=C(C)NC(=O)/C1=C\c1cc(C)n(-c2cccc(C)c2)c1C is entered as 1.4	-4	16	1	2	1	0	1.7	0.8	2
# Cc1onc(-c2ccccc2)c1C(=O)Nc1ccccc1C#N is entered as 1	3	12	1.1	3	1	-2	1	0.9	-9

# Back to the main list, repeating the seven entries before the break.
SMILES,PMI act,Efa HMGR inh,Diaph inh CS,FLuc stim CS,G6PDH CS,TNAP act hiacc,TNAP inh hi DEA,PMI act satM6P,Diaphorase act,TNAP inh no acc
O=C(CSc1nc2ccccc2c(=O)n1-c1ccc(F)cc1)Nc1ccc2c(c1)CCC2,0.9,2,9,1.1,2,1,3,1,0.9,-23
CCOC(=O)c1cnc(=O)[nH]c1C,1.1,·,9,1.1,-1,1.1,-5,1,0.9,-17
COc1ccc(-c2cc3ncc(-c4ccccc4)c(N)n3n2)cc1,1,-7,-3,0.2,0,1,-4,1,1,-32
O=C/C(=C\Nc1ccccn1)c1nc2cc(Cl)ccc2o1,1.1,-2,7,1,9,1,-1,0.8,0.9,-15
O=C(CSc1ccccc1)NCCSCc1ccccc1,1,5,10,1,1,1,-4,1,0.9,-6
COC(=O)CNC(c1ccccc1)c1cc(Cl)ccc1NC(=O)c1cccc(Cl)c1 (configuration not stated),0.8,-2,23,1,2,1,-2,0.9,0.8,-4
CC(O)(C#CCN1CCCCCC1)c1ccccc1 (configuration not stated),0.9,-8,20,1.1,5,1.1,-6,0.9,0.8,-8
CNCCCC1c2ccccc2C=Cc2ccccc21,1,-2,7,1,10,1,0,0.9,0.9,-4
CCC(C)(C)C(=O)Nc1cc([N+](=O)[O-])ccc1Cl,0.9,0,7,1.1,6,1,1,1,0.9,-20
O=C(O)CCCn1nc(-c2ccccc2)c2ccccc21,1,3,6,1.1,-8,1,2,1,0.9,-8
O=C(COC(=O)c1sc2ccccc2c1Cl)NCC1CCCCC1,1,-7,-8,1.1,-12,1,-3,1,1.1,-10
CCOC(=O)c1cnn(-c2ccccc2)c1NC(=O)c1cccs1,1,-3,8,1.1,4,1.1,-9,1,0.9,-4
COC(=O)C1=C(C)N(CC2CCCO2)C(=O)/C1=C\c1ccc(O)cc1 (configuration not stated),1,-4,3,1,2,1.1,-9,1,1,24
N#C/C(=C\c1ccco1)C(=O)Nc1cccc2ncccc12,1,-3,1,1,-11,0.8,17,1.1,1,-5
NS(=O)(=O)c1ccc(NC(=S)NC2CC2)cc1,1,-9,-7,1,4,1,-2,1.1,1.1,-8
C=CCn1c(SCC(=O)Nc2cccc3ccccc23)nc(O)c(CC)c1=O,1,-5,13,1,1,1,-2,1,0.9,-21
O=C(Cn1ncc(Cl)c(Cl)c1=O)N1CCN(Cc2ccccc2)CC1,1.3,3,-1,1,3,1,-3,1.2,1,0
CC1=C(C#N)C(Nc2cc(C)ccn2)(C(F)(F)F)C(=O)N1 (configuration not stated),0.9,2,8,1,-1,1,0,1,0.9,-15
O=C1CC(N(O)c2ccccc2)C(=O)N1Cc1ccccc1 (configuration not stated),1,-6,18,1.1,8,1.1,-6,1,0.8,4
CCOC(=O)Nc1cccc(Cl)c1C,1,-1,14,1.1,4,1.1,-7,1,0.9,-14
S=C(NC1CCCC1)N1CCN(c2ccc(Cl)cc2)CC1,0.9,5,21,1,15,1,-2,0.9,0.8,-7
O=C1CC(C(=O)NCc2ccccc2)C2(CCCC2)O1 (configuration not stated),1,-4,-1,1,5,1,-2,1.1,1,-6
Cc1ccc(C(=O)c2c(NC(=O)c3ccccc3)sc(C)c2C)cc1,0.4,-20,16,1,6,1,-2,0.8,0.8,2
Oc1ccccc1/C=N/Nc1ccccc1,1.6,-3,20,0.9,3,1,-2,2.3*,0.8,0
CCOc1ccc(Oc2nc(NCC(C)C)nc(OC)n2)nn1,1,1,10,1.1,-7,1,-4,1,0.9,-9
Cc1ccc(CNn2cnnc2SCc2ccc(F)cc2)cc1,1,1,8,1.1,1,1,3,1,0.9,-4
O=C(NN=C1CCCCCC1)c1cn(-c2ccccc2)nc1-c1ccccc1,0.9,-3,25,1,0,1.1,-5,0.9,0.8,-9
C/C(CCN1CCc2nc(-c3ccccc3)c(-c3ccccc3)cc2C1)=N\O[C@@H](C)c1cc(-c2c(C)cc(C)cc2C)no1,1,-8,9,1,13,1,2,1,0.9,-5

# Source: PubChem BioAssay (several laboratories)
